Compound activity deposited in PubChem by National Center for Advancing Translational Sciences (NCATS).
FBPA Giardia inh: blocks Giardia fructose-bisphosphate aldolase activity | A8B2U2 | purified Giardia FBPA | 290,000 tested, 0.71% active | Potency, µM (top dose mostly 59.6 µM), inactives show at the top dose activity, negative = inhibition, most hits filed as inhibitors | AID 2451; also: potency is read from the fitted curve at half-maximal effect; nearly all actives have a fitted effect of over 55% in size
Target sequence (A8B2U2 whole entry, looked up): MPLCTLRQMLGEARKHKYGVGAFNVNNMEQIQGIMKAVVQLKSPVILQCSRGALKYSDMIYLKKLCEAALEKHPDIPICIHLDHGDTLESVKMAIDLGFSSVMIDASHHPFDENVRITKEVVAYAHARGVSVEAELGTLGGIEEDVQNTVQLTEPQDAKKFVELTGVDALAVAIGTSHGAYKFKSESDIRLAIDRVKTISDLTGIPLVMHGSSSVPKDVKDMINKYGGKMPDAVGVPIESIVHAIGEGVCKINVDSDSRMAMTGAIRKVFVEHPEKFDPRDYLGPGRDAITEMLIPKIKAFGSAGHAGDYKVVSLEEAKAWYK
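40 nM FBPA preincubated 10 min at RT with compound (up to 57.5 uM final), then substrate plus GAPDH/TPI/NAD/arsenate coupling and diaphorase/resazurin added. Fluorescence read after 20 min at RT, 525/598 nm.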
HCV inh: HCV inhibition; 340,000 tested, 3.4% active; Potency, µM (top dose mostly 41.8 µM), for inactives: at the top dose activity change, negative = inhibition, actives largely listed as inhibitors; AID 651820; Huh7.5.1 HCVcc-Cre infection, luciferase reporter, 44 h; also: potency is read from the fitted curve at half-maximal effect
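A cell-based infection assay in which seeded cells (1,000 per well) receive test compound after 4 h, are inoculated with HCVcc-Cre at approximately 0.5 moi, and are incubated 44 h before luminescence detection.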
AMA1 RON2 block: inhibitors of Plasmodium falciparum AMA1-RON2 interaction. AID 720542. Potency, µM (series often up to 58.2 µM), inactives show at the top dose activity change, negative = inhibition, most hits filed as inhibitors. 360,000 tested, 0.2% active. AlphaScreen AMA1-biotinylated RON2 peptide binding;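 also: potency is read from the fitted curve at half-maximal effect; 0% = vehicle wells and -100% = peptide control; nearly all actives have a fitted effect of over 45% in size; some results filed as inactive show a strong effect at the top dose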
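AMA1 (3D7) with his tag at 25 nM final met compounds first, then biotinylated RON2 peptide at 25 nM; detection used donor plus acceptor beads, 10 µg/mL apiece, read by AlphaScreen after 30 min at room temperature.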
Sm TGR block: blocks Schistosoma mansoni thioredoxin glutathione reductase; AID 485364; Q962Y6; 360,000 tested, 3% active; purified TGR, DTNB reduction, TNB absorbance 405 nm; Potency, µM (top dose mostly 114 µM), for inactives: at the highest dose activity change, negative = inhibition, actives largely listed as inhibitors; also: potency is read from the fitted curve at half-maximal effect; nearly all actives have a fitted effect of over 60% in size
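Kinetic colorimetric format: TGR-catalysed, NADPH-driven DTNB reduction monitored via TNB absorbance. Enzyme dispensed at 20 nM; compound exposure 15 min at room temperature before reaction start.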
AmpC inh detg: blocks E. coli AmpC beta-lactamase in detergent assay; P00811; AmpC hydrolysis of nitrocefin, absorbance 480 nm, 0.01% Triton; Potency, µM (highest dose often 114 µM), for the others: at the top dose activity change, negative = inhibition, hits mostly inhibitors; 370,000 tested, 0.041% active; AID 485294;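 also: potency is read from the fitted curve at half-maximal effect; 0% = no-compound wells and -100% = no-enzyme wells; nearly all actives have a fitted effect of over 25% in size; some results filed as inactive show a strong effect at the top dose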
Target sequence (P00811 whole entry, looked up): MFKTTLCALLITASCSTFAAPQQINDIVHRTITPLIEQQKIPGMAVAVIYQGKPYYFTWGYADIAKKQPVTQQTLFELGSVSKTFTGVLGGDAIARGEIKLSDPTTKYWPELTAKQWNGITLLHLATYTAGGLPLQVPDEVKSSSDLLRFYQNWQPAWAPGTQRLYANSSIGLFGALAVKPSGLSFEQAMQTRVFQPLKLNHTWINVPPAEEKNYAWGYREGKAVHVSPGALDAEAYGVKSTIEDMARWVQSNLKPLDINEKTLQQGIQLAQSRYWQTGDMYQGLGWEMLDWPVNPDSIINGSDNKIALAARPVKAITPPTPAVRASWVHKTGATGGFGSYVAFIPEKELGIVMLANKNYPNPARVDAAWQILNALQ
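20 mM phosphate pH 7.0 + 0.01% (detergent screen) or 0.0001% Triton X-100; 5.3 nM AmpC reagent; cpd preinc 15 min RT; nitrocefin (800 uM stock) to start; A480 q20 s × 4 min; Activity was normalised to no-enzyme and no-compound control wells.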
HCMV antiviral: blocks human cytomegalovirus replication. HFF cells, HCMV-luciferase reporter, 72 h; stronger effect = lower value. activity change, negative = inhibition, % at 57.5 µM. 410,000 tested, 4.5% active. AID 1259415; in the data active = activity change below about -60%; inconclusive = no clear call, values can overlap the other calls; inactive = above about -39%
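Screen run at 2 compound doses on HFFs infected with reporter HCMV, MOI 1 PFU/cell. Luciferase activity from cell lysates at 72 h post infection gave inhibition relative to buffer-only and Salinomycin wells.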
* hit, by the source's call; ? = inconclusive; . = no result given; & = joins results of further samples; [ ] = dose if it differs, or a comment. Unless noted, calls follow the shape of the dose curve; as a rule, active = well fitted curve in the direction sought with a large enough effect; inconclusive = small, poorly fitted or top-dose-only effect, or another doubt; inactive = no such curve, though single readings can be large; an effect the other way counts as inactive or inconclusive. Unless noted, % is scaled to controls: 0 for no effect and ±100 for the full control effect.

SMILES	FBPA Giardia inh	HCV inh	AMA1 RON2 block	Sm TGR block	AmpC inh detg	HCMV antiviral
CCCc1nc2ccccc2c(C(=O)OCC(=O)NCc2ccco2)c1CC	0%	?	-1%	?	-11%	0
O=C(COc1ccc(Cl)cc1)N1CCN(C(=O)c2ccccc2F)CC1	.	-16%	17%	-2%	3%	-31
CCc1ccc(OCC(=O)Nc2ncc3c(n2)CC(C)(C)CC3=O)cc1	3%	-10%	0%	-10%	5%	4
O=C1NC(=S)SC1=Cc1cc(Br)ccc1O	.	3%	11%	.	.	6
N#Cc1c(-c2ccc(F)cc2)cc(-c2cccs2)nc1SCC(=O)O	4%	11%	69%[activator]	-23%	-7%	6
Cc1ccc(-n2cc(CN3CCC(CO)(Cc4ccccc4)CC3)cn2)cc1	2%	.	.	3%	-5%	?
COC(=O)c1ccc(C2C(Oc3ccccc3)C(=O)N2CCc2ccc(OC)c(OC)c2)cc1 (stereo unspecified)	7%	-1%	12%	5%	-5%	-21
O=C(Cn1nnc2ccccc21)c1ccccc1	-4%	5%	3%	-2%	-17%	15
Cc1cc(C)c(C)c(S(=O)(=O)N2C(=S)NC(=O)C2CC(C)C)c1C (stereo unspecified)	23%	5%	11%	33%	-8%	6
CCC(C)Nc1nc(OCC(F)(F)F)nc(OCC(F)(F)F)n1 (stereo unspecified)	1%	?	-11%	3%	-3%	-35
Cc1cc(NC(=O)COC(=O)CC2CCCC2)c([N+](=O)[O-])cc1C	.	2%	-22%	8%	4%	-13
Cc1ccn2c(/C=N/OCc3ccc(F)cc3)c(-c3ccc(Cl)cc3)nc2c1	4%	?	12%	-4%	1%	-14
Cc1cc(=O)c2cccc(Br)c2[nH]1	-1%	14%	-18%	3%	-13%	-1
Cc1nnc(SCCn2c(N3CCC(C)CC3)nc3c2c(=O)[nH]c(=O)n3C)s1	12%	-4%	-8%	7%	-1%	-20
c1ccc(Oc2cccc(NC3=NCCC3)c2)cc1	1%	-5%	-2%	0%	-5%	-24
COc1cccc(C(c2c(NC(=O)c3ccco3)sc(C)c2C)N2CCOCC2)c1 (stereo unspecified)	.	?	-5%	0%	-14%	-37
O=C(CSc1ncccn1)N1CCN(C(c2ccccc2)c2ccccc2)CC1	0%	-9%	-11%	4%	-10%	-19
O=C(O)C1CC(=O)N(C2CCCCC2)C1c1ccccc1 (stereo unspecified)	6%	2%	6%	-1%	-1%	-6
COc1ccc(C(=O)OCC(=O)NCCN2C(=O)CSC2=O)cc1[N+](=O)[O-]	.	0%	14%	.	.	5
COc1ccc(S(=O)(=O)N2CC(O)CC2C(=O)OCC(=O)Nc2ccc(Cl)cn2)cc1 (stereo unspecified)	1%	6%&19%	19%	-17%	1%	20
COc1cccc(-c2ccc(SCC(=O)c3ccccc3)nn2)c1	-8%	-2%	28%	-16%	-12%	-18
CCOc1ccc(OCCn2nnc3ccccc3c2=O)cc1	2%	7%	-14%	-7%	8%	-11
Nc1nc(Br)c2ccccc2c1-c1ccccc1	-8%	6%	32%[activator]	-3%	-12%	-38
COC(=O)CSC1=NP(=S)(SCC(=O)OC)N2CCCC2=C1C#N (stereo unspecified)	1%	6%	13%	-4%	7%	0
CCc1ccccc1N(CC(=O)N1CCN(c2ccccc2F)CC1)S(C)(=O)=O	2%	-12%	5%	-12%	-5%	11
CCOc1ccc(-c2c(C)nn3c(C)c(C(=O)NCCN(C)C)cnc23)cc1OCC	.	.	.	0%	-5%	-32
CC(c1ccc2c(c1)OCO2)n1c(=S)[nH]c2ccccc2c1=O (stereo unspecified)	.	?	63%[activator]	3%	2%	0
N#Cc1ccc(C(=O)N2CCN(c3ncccn3)CC2)cc1	7%	26%	-6%	-12%	2%	1
Cc1nc(-c2cc(-c3nc(-c4cc(C(F)(F)F)cc(C(F)(F)F)c4)no3)no2)cs1	8%	10%	-2%	-1%	-6%	64
Cc1ccc(S(=O)(=O)NCCc2ccc(S(N)(=O)=O)cc2)cc1	4%	-1%	6%	15%	?	-22
Cc1noc(C)c1CSCC(=O)Oc1ccc(N(C)S(=O)(=O)c2ccccc2)cc1	.	17%	-8%	-3%	?	-6
CCOC(=O)C1=C(C)N(c2ccccc2)C(=O)C1CC(=O)O (stereo unspecified)	1%	16%	11%	?	-12%	8
Cc1ccnc(NC(=O)CCC(=O)c2cc(C)sc2C)c1	.	0%	0%	-15%	?	-24
COC(=O)C1=C(c2cc3ccccc3o2)C[C@@H]2CC[C@H]1N2C(=O)NCc1ccc(F)cc1	.	?	0%	.	.	-4
Cc1nc2sc(C(c3ccccc3)N3CCN(C)CC3)c(O)n2n1 (stereo unspecified)	3%	15%	0%	0%	4%	10
Cn1c(-c2ccc(-c3ccccc3)cc2)c[nH]c1=S	4%	5µM*	48%[activator]	0%	0%	?
CC(C)C(C(=O)Nc1ncn[nH]1)N1C(=O)c2ccccc2C1=O (stereo unspecified)	-2%	-3%	11%	5%	0%	-26
CCN1C(=O)[C@H]2[C@@H](c3ccc(-c4ccc(OC)cc4)cc3)N3CCCC[C@@]3(C(=O)OC)[C@H]2C1=O	.	?	-13%	-25%	-6%	?
CCn1cc(C(=O)NCc2ccco2)c(=O)c2cc(S(=O)(=O)N3CCCCCC3)ccc21	-16%	-14%	67%[activator]	?	-1%	-5
COc1ccc(C(=O)C2CCCN(Cc3cn[nH]c3-c3ccccc3)C2)cc1OC (stereo unspecified)	2%	6%	12%	0%	2%	-1
COc1ccc(/C=N\NC(=O)COc2ccccc2Cl)cc1Cn1nc(C)cc1C	5%	2%	19%	2%	0%	-32
O=C(COc1ccc([N+](=O)[O-])cc1)Nc1cccnc1	-4%	19%	-2%	14%	-1%	1
O=C1CCC(C(=O)Nc2cc(C(F)(F)F)ccc2-n2cncn2)=NN1	7%	18%	34%[activator]	0%	?	-12
COc1ccc(/C=N/NC(=O)c2ccc(O)cc2)cc1CN1CCCc2ccccc21	-15%	?	?	-6%	-7%	61
COc1cc(C(=O)NCC(=O)N/N=C/c2ccc(-c3cccc([N+](=O)[O-])c3)o2)cc(OC)c1OC	3%	?	4%	-4%	-2%	17
Cc1sc2nc(-c3ccccc3)[nH]c(=O)c2c1-c1ccccc1	4%	2%	.	0%	1%	.
COc1ccc(-n2nccc2-c2nn(-c3cccc(OC)c3)c(=O)n(C)c2=O)cc1	-1%	-12%	-5%	-1%	4%	3
O=C(CCc1n[nH]c(=O)[nH]c1=O)N1CCCCC1	-1%	-2%	13%	2%	?	92
Cc1onc(-c2c(F)cccc2Cl)c1C(=O)Nc1ccccc1N1CCOCC1	-1%	-15%	-12%	23%	-1%	-13
Cc1ccn2c(=O)cc(COc3cccc(NC(=O)Nc4cccc(Cl)c4C)c3)nc2c1	.	.	.	-3%	3%	-9
COc1ccc(N2C(=O)CC(Cc3ccccc3OC)C2=O)cc1 (stereo unspecified)	-2%	12%	-5%	2%	0%	14
CCCCCN(C(=O)COC(=O)CSc1ccc([N+](=O)[O-])cc1)c1c(N)n(CCCC)c(=O)[nH]c1=O	.	33%[activator]	4%	1%	?	-13
CCCNc1nc2c(c(=O)n(C)c(=O)n2C)n1CCC(C)C	16%	?	-3%	0%	-6%	?
COC(=O)C1=C[C@@H](C(=O)OC)[C@@H]2C3=C(C(=O)[C@]2(C)NC(=O)c2ccccc2)[C@H](C)n2c(=O)n(-c4ccccc4)c(=O)n2[C@@H]3C1	.	12%	-8%	.	.	-9
O=S(=O)(Cc1ccccc1)N1CCN(Cc2ccccc2)CC1	4%	-30%	-15%	2%	?	-15
C/C(N)=C(/C#N)C(=O)CSc1nc2scc(-c3ccc(F)cc3)c2c(=O)n1C	1%	?	9%	-2%	2%	3
O=C(COc1ccccc1)N[C@@H]1c2ccccc2CC[C@H]1OCc1ccccc1	.	?	6%	.	.	-32
Cc1ccc(NC(=O)CSc2nc3c(cc2C#N)C(=O)CCC3)cc1S(=O)(=O)N(C)C	1%	?	18%	2%	?	-69*
COc1ccc(NC2CCCN(C(=O)CCN3CCCC3=O)C2)cc1OC (stereo unspecified)	?	19%	-2%	-27%	-15%	3
COC(=O)c1ccccc1NC(=O)c1cc(=O)c2ccc(C)c(C)c2o1	.	.	.	-1%	12%	3
Other records follow.
SMILES	FBPA Giardia inh	HCV inh	AMA1 RON2 block	Sm TGR block	AmpC inh detg	HCMV antiviral
CCC(C)(C)C1CCc2c(sc(NC(=O)C3c4ccccc4Oc4ccccc43)c2C(N)=O)C1 (stereo unspecified)	.	.	.	6%	1%	-9
O=C(O)c1ccc(Cn2cnc3cccnc32)cc1	?	18%	4%	50µM*	1%&1%	52&-6
S=P1(Oc2ccccc2)Nc2ccccc2N1	.	5%	37%[activator]	.	.	-24
O=C(NCC(c1cccnc1)N1CCN(c2ccccc2F)CC1)c1ccco1 (stereo unspecified)	-1%	?	5%	-21%	?	1
Cc1cc(C)cc(NC(=O)NCc2c(-c3ccccc3)noc2C)c1	1%	?	3%	-8%	-1%	22
C=CCN1C(=O)/C(=C\C(C)=C\c2ccccc2)SC1=S	0%	7%	-5%	-10%	?	?
O=C(Cc1ccccc1)NNC(=O)Nc1ccc(Cl)c(Cl)c1	6%	-12%	71%[activator]	2%	?	?
COc1cccc(C(=O)Nc2cccc3ccccc23)c1OC	10%	?	11%	12%	-11%	-11
COc1ccc(C(CNC(=O)C(Cc2ccccc2)NC(N)=O)N(C)C)cc1 (stereo unspecified)	-4%	11%	33%[activator]	-30%	-14%	42
CC(C)(C)NC(=S)Nc1ccc(Br)cc1	2%	-3%	1%	6%	3%	?
CCc1cccc(CC)c1NC(=S)NCc1ccc2[nH]c(C)cc2c1	-12%	14µM*	48%[activator]	5%	-6%	-15

Structures from the list above with an aryl thioether with sulfur outside any ring (seven):
SMILES	FBPA Giardia inh	HCV inh	AMA1 RON2 block	Sm TGR block	AmpC inh detg	HCMV antiviral
N#Cc1c(-c2ccc(F)cc2)cc(-c2cccs2)nc1SCC(=O)O	4%	11%	69%[activator]	-23%	-7%	6
Cc1nnc(SCCn2c(N3CCC(C)CC3)nc3c2c(=O)[nH]c(=O)n3C)s1	12%	-4%	-8%	7%	-1%	-20
O=C(CSc1ncccn1)N1CCN(C(c2ccccc2)c2ccccc2)CC1	0%	-9%	-11%	4%	-10%	-19
COc1cccc(-c2ccc(SCC(=O)c3ccccc3)nn2)c1	-8%	-2%	28%	-16%	-12%	-18
CCCCCN(C(=O)COC(=O)CSc1ccc([N+](=O)[O-])cc1)c1c(N)n(CCCC)c(=O)[nH]c1=O	.	33%[activator]	4%	1%	?	-13
C/C(N)=C(/C#N)C(=O)CSc1nc2scc(-c3ccc(F)cc3)c2c(=O)n1C	1%	?	9%	-2%	2%	3
Cc1ccc(NC(=O)CSc2nc3c(cc2C#N)C(=O)CCC3)cc1S(=O)(=O)N(C)C	1%	?	18%	2%	?	-69*
